# Compound activity deposited in PubChem by The Scripps Research Institute Molecular Screening Center.
# LYPLA2 counter: counter-screen for PME1 inhibitors: inhibitors of human LYPLA2. O95372. recombinant LYPLA2, FP-Rh probe fluorescence polarization. inhibition, % at 5.9 µM. hit rate 0.38% among 320,000;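 active means inhibition above the screen-wide mean plus 3 SD, limit set per campaign, cut at about 26% in these data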;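 further: 0% = LYPLA2 with DMSO and 100% = wells lacking LYPLA2 enzyme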
# PAFAH2 inh: PAFAH2 (human) inhibition; hit rate 0.99% among 340,000; Q99487; inhibition, % at 3.39 µM; recombinant PAFAH2, FP-rhodamine activity probe, fluorescence polarization;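 active means inhibition above the mean over all tested compounds plus 3 SD, cut at about 30% in these data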;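 further: inhibitors block probe labeling of enzyme so polarization drops; 0% = enzyme with DMSO and 100% = wells lacking PAFAH2 protein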
# LYPLA1 counter: blocks human lysophospholipase 1, a PME1 counter-screen; recombinant LYPLA1, FP-Rh probe fluorescence polarization; inhibition, % at 5.9 µM; hit rate 0.16% among 320,000; O75608;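 active means inhibition above the mean of all tested compounds plus 3 SD, set per campaign, cut at about 14% in these data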;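 further: inhibitors block serine hydrolase probe labeling of LYPLA1 so polarization falls; 0% = enzyme with DMSO and 100% = wells lacking LYPLA1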
# Target sequence (O75608 whole entry, looked up): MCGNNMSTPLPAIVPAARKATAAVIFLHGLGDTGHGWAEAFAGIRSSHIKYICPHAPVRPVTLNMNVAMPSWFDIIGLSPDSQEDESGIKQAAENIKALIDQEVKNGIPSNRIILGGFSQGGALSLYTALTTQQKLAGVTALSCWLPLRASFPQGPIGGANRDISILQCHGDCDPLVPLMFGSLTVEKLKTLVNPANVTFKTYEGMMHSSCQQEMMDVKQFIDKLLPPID
# EBNA-1 inh: blocks EBNA-1 binding to DNA; EBNA-1 DNA binding, fluorescence polarization; hit rate 0.34% among 300,000; inhibition, % at 14.8 µM; in the data active means inhibition above about 28%
# PAFAH1B3 FP inh: blocks human PAF acetylhydrolase 1B catalytic subunit 3; recombinant PAFAH1B3, FP-rhodamine probe, fluorescence polarization; inhibition, % at 3.39 µM; hit rate 0.28% among 340,000; AID 492972;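 active means inhibition above the screen-wide average of all tested compounds plus 3 SD, cut at about 25% in these data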;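 further: 0% = enzyme with DMSO only and 100% = wells lacking PAFAH1B3 protein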
# Target sequence (Q15102 whole entry, looked up): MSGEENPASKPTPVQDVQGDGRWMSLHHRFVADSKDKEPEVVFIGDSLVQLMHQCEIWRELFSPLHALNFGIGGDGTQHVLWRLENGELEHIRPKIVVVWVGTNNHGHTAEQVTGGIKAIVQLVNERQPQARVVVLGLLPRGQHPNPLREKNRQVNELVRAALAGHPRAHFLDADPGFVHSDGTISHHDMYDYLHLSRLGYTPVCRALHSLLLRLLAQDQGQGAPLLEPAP
# ZTA counter: counter-screen for EBNA-1 inhibitors: inhibitors of Epstein-Barr virus ZTA; inhibition, % at 11 µM; AID 2234; hit rate 0.15% among 320,000; ZTA-DNA binding, fluorescence polarization; P03206; in the data active means inhibition above about 33%
# Target sequence (P03206 whole entry, looked up): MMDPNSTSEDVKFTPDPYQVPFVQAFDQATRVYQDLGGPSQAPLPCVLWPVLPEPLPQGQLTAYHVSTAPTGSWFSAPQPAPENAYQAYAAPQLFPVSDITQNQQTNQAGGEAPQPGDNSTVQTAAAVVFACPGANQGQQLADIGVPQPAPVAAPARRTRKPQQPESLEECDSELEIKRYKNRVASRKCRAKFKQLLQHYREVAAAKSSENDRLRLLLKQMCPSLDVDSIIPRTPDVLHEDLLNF
# PREPL inhibitor: inhibits the human prolyl oligopeptidase-like enzyme. inhibition, % at 5.96 µM. Q4J6C6. recombinant PREPL, fluorescence polarization activity-based probe. AID 2751. hit rate 0.68% among 320,000; in the data active means inhibition above about 43%;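 further: 0% = enzyme with DMSO and 100% = wells lacking enzyme; many of its hits are not listed in these tables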
# GSTO1 inh: counter-screen for RBBP9 inhibitors: inhibitors of human GSTO1 | P78417 | recombinant GSTO1, activity-based probe fluorescence polarization | inhibition, % at 5.96 µM | hit rate 1.1% among 300,000;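 active means inhibition above the campaign mean inhibition plus 3 SD, cut at about 35% in these data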;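 further: 0% = GSTO1-1 with DMSO and 100% = wells lacking GSTO1-1 enzyme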
# Target sequence (P78417 whole entry, looked up): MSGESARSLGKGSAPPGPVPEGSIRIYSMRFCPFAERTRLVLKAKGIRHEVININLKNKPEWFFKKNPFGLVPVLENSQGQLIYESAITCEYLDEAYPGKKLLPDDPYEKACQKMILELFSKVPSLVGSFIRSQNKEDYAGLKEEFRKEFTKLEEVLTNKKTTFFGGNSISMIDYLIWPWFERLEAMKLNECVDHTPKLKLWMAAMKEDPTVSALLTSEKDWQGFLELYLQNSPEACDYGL
# PAD4 inh: inhibitors of human PAD4; Q9UM07; recombinant PAD4, RCA probe fluorescence polarization; inhibition, % at 6.36 µM; hit rate 0.41% among 330,000;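 active means percent inhibition above a cutoff equal to the mean of all tested compounds plus 3 SD, cut at about 15% in these data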;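 further: 0% = PAD4 with RCA probe and DMSO and 100% = probe without PAD4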
# Starred values were filed as active, the others as inactive; . = not tested or not shown. These rows are one share of the data, so the mix of outcomes need not match the whole.
cpd	SMILES	LYPLA2 counter	PAFAH2 inh	LYPLA1 counter	EBNA-1 inh	PAFAH1B3 FP inh	ZTA counter	PREPL inhibitor	GSTO1 inh	PAD4 inh
1	COc1ccc(NS(=O)(=O)c2ccc(N3CCOCC3)c(NC(=O)c3ccccc3Cl)c2)cc1	-1	3	-3	4	17	7	-6	7	1
2	COc1cc(-c2cc(C(=O)N3CCN(c4ccccn4)CC3)c3ccccc3n2)cc(OC)c1OC	2	3	-3	4	6	-1	-5	5	-3
3	CCC(=O)Nc1sc(C(=O)Nc2ccccc2OC)c(C)c1C(=O)OC	5	-6	0	-1	-18	0	-10	5	0
4	COc1ccc(/C=c2\sc3nc(-c4ccccc4)c(-c4ccccc4)n3c2=O)cc1OC	-2	-4	0	5	7	-7	7	6	1
5	O=C(CCn1nnc2ccccc21)N1CCC(O)(c2cccc(F)c2)CC1	1	1	0	2	0	-1	-2	-2	-2
6	O=C(COc1ccccc1-c1ccccc1)N/N=C/c1cccc2ccccc12	-47	-14	-27	-10	-25	-6	-4	-15	0
7	CN(Cc1ccccc1)S(=O)(=O)c1ccc(Cl)c(C(=O)NCc2ccncc2)c1	8	8	2	-1	1	-7	16	6	4
8	CCN(CC)C(=O)c1ccc(COc2ccccc2Br)o1	8	15	7	-2	6	-11	10	-7	3
9	Cc1ccc(NC(=O)c2ccc(OC(=O)CCN3C(=O)c4ccccc4C3=O)cc2)cc1	5	-2	2	-1	-12	-8	20	7	-2
10	CCOC(=O)c1oc2nc(CC(C)C)c3c(c2c1N)CCCC3	-1	-7	-3	-6	5	14	26	2	4
11	CCN(CC(=O)Nc1c(F)cccc1F)C(=O)CCCc1cccs1	3	-1	-1	.	5	9	2	.	0
12	O=C(COc1ccc(Cl)cc1Br)OCC(=O)c1ccc[nH]1	.	5	.	.	6	.	6	.	2

# Random excerpt: 6 entries already listed
cpd	SMILES	LYPLA2 counter	PAFAH2 inh	LYPLA1 counter	EBNA-1 inh	PAFAH1B3 FP inh	ZTA counter	PREPL inhibitor	GSTO1 inh	PAD4 inh
10	CCOC(=O)c1oc2nc(CC(C)C)c3c(c2c1N)CCCC3	-1	-7	-3	-6	5	14	26	2	4
1	COc1ccc(NS(=O)(=O)c2ccc(N3CCOCC3)c(NC(=O)c3ccccc3Cl)c2)cc1	-1	3	-3	4	17	7	-6	7	1
6	O=C(COc1ccccc1-c1ccccc1)N/N=C/c1cccc2ccccc12	-47	-14	-27	-10	-25	-6	-4	-15	0
5	O=C(CCn1nnc2ccccc21)N1CCC(O)(c2cccc(F)c2)CC1	1	1	0	2	0	-1	-2	-2	-2
7	CN(Cc1ccccc1)S(=O)(=O)c1ccc(Cl)c(C(=O)NCc2ccncc2)c1	8	8	2	-1	1	-7	16	6	4
12	O=C(COc1ccc(Cl)cc1Br)OCC(=O)c1ccc[nH]1	.	5	.	.	6	.	6	.	2

# Next section:
cpd	SMILES	LYPLA2 counter	PAFAH2 inh	LYPLA1 counter	EBNA-1 inh	PAFAH1B3 FP inh	ZTA counter	PREPL inhibitor	GSTO1 inh	PAD4 inh
13	CCOc1ccc(CCNC(=O)COC(=O)COc2ccc(C(=O)CC)cc2)cc1OCC	3	-2	1	1	3	3	2	-4	4
14	CCCC(=O)Nc1sc(C)c(C)c1C(=O)Nc1cccc(C)c1	-1	-2	-2	-5	2	4	1	-2	-1
15	O=C(CCNS(=O)(=O)c1cccc2nsnc12)NCc1ccccc1	8	-10	3	-14	2	-18	9	9	0
16	CCOC(=O)CN1C(=O)Nc2ccc(Br)cc2C1c1ccccc1 (stereo unspecified)	2	-1	0	10	-2	1	-7	2	0
17	CC12CCC(C/C1=N\N=C1\NC(=O)/C(=C\c3cccc(Br)c3)S1)C2(C)C (stereo unspecified)	1	10	-1	7	2	-20	20	-12	1
18	Nc1nc(CSc2ncn(-c3ccccc3)n2)cs1	6	23	0	-4	8	0	6	-5	-6
19	CC(CCc1ccccc1)NC(=O)c1ccc(Br)o1 (stereo unspecified)	2	-7	0	-3	4	-12	-17	7	3
20	CC(CCc1ccccc1)NC(=O)COC(=O)c1cccs1 (stereo unspecified)	9	60*	-1	-3	3	-5	-13	19	0
21	CCN(CC)S(=O)(=O)c1ccc(N2CCOCC2)c(NS(=O)(=O)c2cccs2)c1	-1	9	-2	.	4	-4	9	.	1
22	Cn1cc(SCC(=O)O)c2ccccc21	5	-4	-4	6	4	-17	-6	3	1
23	O=C1CC(Sc2nnnn2-c2ccccc2)C(=O)N1c1cccc(Cl)c1 (stereo unspecified)	-4	4	-2	5	4	9	-11	0	1
24	CCCCN(C(=O)c1cnc2n(c1=O)CCS2)c1ccccc1	-4	-2	-3	-13	-2	-2	-3	9	-1

# (further entries)
cpd	SMILES	LYPLA2 counter	PAFAH2 inh	LYPLA1 counter	EBNA-1 inh	PAFAH1B3 FP inh	ZTA counter	PREPL inhibitor	GSTO1 inh	PAD4 inh
25	Cc1c(NC(=O)CN2C(=O)NC3(CCCCC3C)C2=O)cccc1[N+](=O)[O-] (stereo unspecified)	2	5	4	.	8	3	14	.	8
26	Cc1cc(N2CCOCC2)n2cc(-c3ccccc3)nc2n1	4	-5	2	-2	-2	-1	10	1	-1
27	O=c1c2c(nc3n1CCCCC3)sc1c(O)c(Br)ccc12	-2	2	-5	1	-11	12	1	-3	3
28	COc1ccc(C2C(C(=O)c3ccc(C)o3)=C(O)C(=O)N2Cc2cccnc2)cc1OC (stereo unspecified)	1	-1	-2	6	4	18	2	3	2
29	CCn1c(=O)c(C(=O)CN2CCCc3ccccc32)c(N)n(Cc2ccccc2)c1=O	6	0	3	-5	4	-8	23	8	1
30	CCS(=O)(=O)N1CCC(C(=O)Nc2cccc(C(C)=O)c2)CC1	0	-4	-1	-1	14	8	8	4	-5
31	CCOc1ccc(NC(=S)NNc2ccnc3cc(Cl)ccc23)cc1	-1	-3	-6	-5	7	-1	13	15	2
32	CC(C)(C)C(=O)Cn1c(NCCO)nc2ccccc21	-2	0	-1	-2	-3	2	15	-2	-5
33	CN1CCN(CCC(=O)N/N=C/C=C2\N(C)c3ccccc3C2(C)C)CC1	-8	8	-1	5	-2	-9	-3	-3	-2
34	CCOc1ccc(N(CC(=O)N2CCCC2)S(=O)(=O)c2c(C)noc2C)cc1	-3	3	1	-5	-1	-18	4	5	2
35	Cc1cc2oc(=O)cc(-c3cc4ccccc4o3)c2cc1O	-31	-10	-19	-2	-8	-7	-36	-12	-5
36	NC(=O)Cc1cn(-c2ncc(C(F)(F)F)cc2Cl)c2ccccc12	-5	4	-2	0	2	-1	-8	4	-2

# More results:
cpd	SMILES	LYPLA2 counter	PAFAH2 inh	LYPLA1 counter	EBNA-1 inh	PAFAH1B3 FP inh	ZTA counter	PREPL inhibitor	GSTO1 inh	PAD4 inh
37	COc1cc(NC(=O)c2cc(-c3ccco3)on2)c(OC)cc1Cl	-4	-3	-4	0	1	10	8	8	-2
38	CCOc1ccc(CCNC(=O)c2cc3sc(Cl)cc3n2C)cc1OCC	-3	-8	2	-21	0	4	7	0	0
39	COc1ccc(CNC(=O)C(=O)NCC2OCCN2S(=O)(=O)c2ccc(OC)cc2)cc1 (stereo unspecified)	4	4	-1	1	4	-10	17	4	2
40	Cc1cccc(C)c1NC(=O)COc1ccccc1C(=O)Nc1ccc(Br)cn1	6	-6	-2	10	2	6	-6	-2	-3
41	Fc1ccc(-c2cc(C(F)(F)F)nc(N3CCCCC3)n2)cc1	-1	-3	-1	8	1	-1	1	6	-7
42	CCc1nc2ccccc2n1CC(C)C(=O)O (stereo unspecified)	8	2	0	-3	2	-13	-10	4	-4
43	N#Cc1ccc(CN2CCN(C(=O)c3cccc(S(=O)(=O)N4CCCCCC4)c3)CC2)cc1	22	-2	2	.	15	-1	21	.	-3
44	CN1c2ccccc2Oc2nnc(Cl)cc21	7	5	3	-1	-6	-15	-1	2	3
45	O=C(Nc1ccccc1)Nc1nnc(-c2ccccc2)o1	-5	-8	-1	-7	6	13	7	0	-8
46	CC(C)c1ccc(/C=N/NC(=O)C2CCCC2)cc1	0	9	-3	-12	16	-10	0	-6	-1
47	CN(C)/C=C/c1[nH]c(=O)[nH]c(=O)c1[N+](=O)[O-]	7	8	6	-1	9	-8	15	5	-3
48	Cc1cc(F)ccc1S(=O)(=O)Nc1ccccc1C(=O)Nc1ccc2[nH]c(=O)[nH]c2c1	-1	15	0	10	15	4	-4	-62	-3

# More results.
cpd	SMILES	LYPLA2 counter	PAFAH2 inh	LYPLA1 counter	EBNA-1 inh	PAFAH1B3 FP inh	ZTA counter	PREPL inhibitor	GSTO1 inh	PAD4 inh
49	CC(=O)N1CCN(CC(O)COc2ccc(S(=O)(=O)N3CCOCC3)cc2)CC1 (stereo unspecified)	6	-3	2	.	4	7	19	.	7
50	O=C(Nc1nc2ccccc2[nH]1)C1CCN(C(=O)c2ccc(F)cc2)CC1	9	3	0	-4	8	-7	-1	8	-1
51	CCN(CC)S(=O)(=O)c1ccc(OC)c(NC(=O)CSc2ccccc2)c1	4	12	-2	3	2	-15	7	2	4
52	CCC(C(=O)O/N=C(\N)c1cccc(C)c1)c1ccccc1 (stereo unspecified)	-6	2	0	0	-5	18	0	0	6
53	COc1ccccc1C(=O)NCCC(=O)Nc1nc2ccccc2[nH]1	4	3	0	-1	5	-13	6	12	-3
54	O=C(COc1ccc(Cl)cc1)Nc1ccc(Cc2ccncc2)cc1	25	-2	6	-2	3	18	-23	-3	2
55	COc1cccc(CNC(=O)c2ccc3c(c2)S(=O)(=O)N=C2CCCCCN23)c1	5	1	-3	-3	7	-9	10	3	-3
56	COC(=O)c1ccc(NC(=S)Nc2ccc3ccccc3c2)cc1	-2	-7	-8	4	7	10	16	0	1
57	Cc1ccc(OCC(=O)Nc2ccc(NC(=O)c3cccs3)cc2)c(C)c1	1	-11	-4	6	0	-1	2	1	-6
58	Cn1cccc1C(=O)NNC(=O)COc1ccccc1Cl	-7	1	-4	.	1	2	6	.	6
59	Cc1nn(CC(=O)Nc2ccc(N3CCOCC3)cc2)c(C)c1Br	7	0	5	-7	0	4	11	-5	-4
60	CCC(C)[C@H](NC(=O)N1CCN(c2cccc(C(F)(F)F)c2)CC1)C(=O)OC (stereo partly specified)	1	6	2	6	15	-28	10	8	3
61	CCN(C(=O)COc1ccc(C)nc1[N+](=O)[O-])C1CCS(=O)(=O)C1 (stereo unspecified)	-1	-9	2	1	3	-10	4	4	0
62	CC(/C=N/NC(=O)c1ccccc1C)=C\c1ccccc1	2	.	4	-1	.	-6	8	5	-3
63	O=C(Cc1cccs1)Nc1ccc(F)cc1	8	-12	8	-5	16	-13	-1	8	-2

# PAFAH2 inh, hit marks shown above
No.	structure	PAFAH2 inh	EBNA-1 inh	PAFAH1B3 FP inh	PREPL inhibitor	PAD4 inh
20	CC(CCc1ccccc1)NC(=O)COC(=O)c1cccs1 (stereo unspecified)	60*	-3	3	-13	0
